From PubChem BioAssay
S3 lipid droplet = qHTS Assay for Lipid Storage Modulators in Drosophila S3 Cells. Drosophila S3 cells, BODIPY lipid droplet fluorescence, 18-24 h; cells fed with added oleic acid. lipid storage change, negative = inhibition, % at the top dose, mostly 46.1 µM; hits show Potency in µM. actives 0.64% (n = 320,000); active = well fitted inhibition curve with a large enough effect in the signal ratio, with a control signal flat, not every such curve was filed as active; inconclusive = small, poorly fitted or top-dose-only effect, or effect the other way, or a change in a side signal; the % refers to the signal ratio
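Drosophila S3 cells got compounds at several concentrations plus oleic acid (400 uM solution). Laser-scanning cytometry with 488 nm excitation read lipid droplets at 500-530 nm and cells at 575-640 nm. Percent activity was relative to 20 uM Triacsin C.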
S3 lipid droplet cell count max = second read-out of S3 lipid droplet, no call of its own (marks repeat the call); cell number change, %; measured here: cell count max response;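 cells counted by Cell Tracker Red CMTPX staining in the red channel; peak over a dose series mostly up to 46.1 µM; percent activity relative to internal control wells on each plate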
* = called active by the depositor; i = inactive; ? = inconclusive; . = no result given. % is set by controls: 0 for no effect and ±100 for the full control effect; potency is the fitted concentration of half-maximal effect.

Fields: S3 lipid droplet, S3 lipid droplet cell count max
O=C(NNS(=O)(=O)c1ccc(CCCl)cc1)C(O)(c1ccccc1)c1ccccc1
  ?, .
O=C(NCCc1nnc2ccc(NCc3cccnc3)nn12)c1ccccc1F
  -10.0%, -20.5
Cc1cccc(CCNC(=O)c2cccc(NC3=NC4CS(=O)(=O)CC4S3)c2)c1 (stereo not drawn)
  ?, .
COCc1ccc(C(=O)N2CCCC(C(=O)c3ccc(Cl)cc3C)C2)o1 (stereo not drawn)
  ?, .
Cc1ccc(CN=C(N)Nc2nc(C)cc(C)n2)cc1
  ?, .
Cc1cccc(C(=O)OCC(=O)c2c(N)n(CC(C)C)c(=O)n(C)c2=O)c1[N+](=O)[O-]
  ?, .
O=C(NC1CCN(Cc2ccccc2)CC1)c1ccccc1F
  10.5%, -16.6
C=C(C)Cn1c(=O)c2c(nc3n2CCCN3Cc2ccccc2)n(C)c1=O
  ?, .
O=C(Cn1nc(-c2ccccc2)nc1-c1ccccc1)N1CCOCC1
  12.4%, -6.4
CC(C)C1CC(O)(C2(O)CCCCC2)ON1 (stereo not drawn)
  ?, .
Cc1oc(-c2ccc(Cl)cc2)nc1CN1CCC(C(=O)NCCCN2CCCC2=O)CC1
  ?, .
Cc1ccc(S(=O)(=O)N2CCCCC2)cc1NC(=O)COC(=O)Cc1c(F)cccc1Cl
  26.6%, 10.0
Cc1sc2nc(-c3ccc(Br)cc3)oc(=O)c2c1C
  i, -13.9
NC(=O)C1CCN(C(=O)c2cc3ccccn3n2)CC1
  ?, .
CCOC(=O)COc1cccc2c(=O)n(CC(=O)NCc3ccccc3)ccc12
  ?, .
COc1ccc2[nH]c(C)c(C(=O)CN3CCN(C(=O)c4ccco4)CC3)c2c1
  -10.0%, -16.2
COc1ccc(-c2ccc(S(=O)(=O)N3CCCC3)cc2)cc1
  ?, .
Cc1noc(NS(=O)(=O)c2ccc(NC(=O)CC(C)C)cc2)c1C
  ?, .
Cc1ccc(N2C(=O)CSC2c2c(F)cccc2Cl)cc1 (stereo not drawn)
  ?, .
O=C1CSC(c2cn(-c3ccccc3)nc2-c2cc3ccccc3oc2=O)N1Cc1cccnc1 (stereo not drawn)
  ?, .

Reprinted from the part before: five compounds; new compounds follow.
Fields: S3 lipid droplet, S3 lipid droplet cell count max
COc1ccc2[nH]c(C)c(C(=O)CN3CCN(C(=O)c4ccco4)CC3)c2c1
  -10.0%, -16.2
COc1ccc(-c2ccc(S(=O)(=O)N3CCCC3)cc2)cc1
  ?, .
Cc1noc(NS(=O)(=O)c2ccc(NC(=O)CC(C)C)cc2)c1C
  ?, .
Cc1ccc(N2C(=O)CSC2c2c(F)cccc2Cl)cc1 (stereo not drawn)
  ?, .
O=C1CSC(c2cn(-c3ccccc3)nc2-c2cc3ccccc3oc2=O)N1Cc1cccnc1 (stereo not drawn)
  ?, .
COc1ccc(C(=O)Cc2cc(OC)c(OC)cc2C(=O)c2ccccc2F)cc1OC
  -10.6%, 1.6
Oc1ccc(C[C@H]2CNCCN2CCc2cccc3ccccc23)cc1
  ?, .
O=CN1CCCN(Cc2nc(Cc3ccccc3F)no2)CC1
  -9.1%, 4.0
O=C1c2ccsc2SCCN1Cc1cccc(Cl)c1
  -0.1%, 4.1
Cc1cccc(C(=O)Nc2ccn(C)n2)c1
  ?, .
Cc1cccc2cc(C(c3nnnn3CC3CCCO3)N3CCCC4(CCCCC4)C3)c(=O)[nH]c12 (stereo not drawn)
  -1.5%, 3.9
Cc1cc(C)c(C)c(OCCN2CC(C)OC(C)C2)c1 (stereo not drawn)
  i, 7.6
O=C(NCc1ccc(Cl)cc1)c1ccc(-n2cccn2)nc1
  ?, .
CCC(C)(C)C(=O)O
  ?, .
Cc1nc2sc3c(c2c2nnc(SCC(=O)NCc4ccco4)n12)CCCC3
  i, .
COc1c(Cl)cc(C(=O)Nc2ccccc2-c2ccccc2)cc1Cl
  -6.6%, -6.2
CCCC(C)C(=O)Nc1nnc(CCc2ccccc2)s1 (stereo not drawn)
  11.8%, 20.6
Cc1nn(-c2ccccc2)c(C)c1C(=O)OCC(=O)c1c(N)n(CC(C)C)c(=O)n(C)c1=O
  ?, .
CN(C)c1ccc(CNc2nc3ccccc3s2)cc1
  i, 10.4
CCN1C(=O)[C@H]2[C@@H](c3ccc(C)cc3)N3C(=O)N(c4ccccc4)C(=O)[C@@]3(Cc3ccccc3)[C@H]2C1=O
  ?, .
COc1cccc(CSc2nnc(-c3ccc(F)cc3)o2)c1
  i, 9.6
O=C(NCCCc1ccccc1)c1ccc(F)cc1
  ?, .
CS(=O)(=O)N1CCN(c2ccc([N+](=O)[O-])cc2C(F)(F)F)CC1
  ?, .
Cc1c(OCC(=O)NCC(O)c2ccccc2)ccc2c3c(c(=O)oc12)CCC3 (stereo not drawn)
  ?, .
CC1(C)Cc2cccc(OCC(=O)N3CCN(c4ccccc4Cl)CC3)c2O1
  i, .
Cc1ccc(NC(=O)c2cc(NC(=O)CCC(=O)O)ccc2N2CCCCC2)cc1
  i, -17.2
O=C1C(=O)N(Cc2cccnc2)C(c2cccc([N+](=O)[O-])c2)/C1=C(\O)c1ccc2c(c1)OCCO2 (stereo not drawn)
  ?, .
C[C@]12C=CC(=O)C=C1CC[C@@H]1[C@@H]2[C@@H](O)C[C@@]2(C)[C@H]1CC[C@]2(O)C(=O)CO
  -6.2%, 3.3
CCOC(=O)c1cc(-c2csc(N/N=C/c3ccccc3Cl)n2)on1
  0.7%, -12.8
COCCN1CN=C(NS(=O)(=O)c2ccc(C)cc2)NC1
  i, 2.8
CCOc1ccc(CNC(=O)CCS(=O)(=O)c2ccc3c(c2)oc(=O)n3C)cc1
  ?, .
COc1ccc(NC(=O)C2CCN(S(=O)(=O)c3cccc4cccnc34)CC2)cc1
  ?, .
CCc1ccc(-c2cc(C)no2)cc1S(=O)(=O)N1CCN(c2ccccn2)CC1
  ?, .
OC(CCc1ccncc1)COc1ccccc1 (stereo not drawn)
  ?, .
O=C(NCc1ccco1)C1CCN(C(=O)c2ccc(Cl)cc2Cl)CC1
  i, 0.4
CC(C)(C)c1ccc(OCC(=O)N/N=C/C2CC=CCC2)cc1 (stereo not drawn)
  ?, .
COc1ccc(N(CC(=O)NCCC2=CCCCC2)S(=O)(=O)c2ccc(C)cc2)cc1
  ?, .
CCOC(=O)c1cc(C#N)c(SCc2cccc3ccccc23)nc1C
  ?, .
CCCc1noc2c1C(c1cc(Br)ccc1F)C(C#N)=C(N)N2 (stereo not drawn)
  ?, .
CCN(CC)c1ccc(NC(=O)c2ccc(Br)o2)c(C)c1
  ?, .
CC(=O)Nc1cccc(OCCCNC(=O)c2cccc3ccccc23)c1
  13.0%, 4.2
CC1=C(C(N)=O)C(c2ccncc2)n2nc(-c3ccccc3Cl)nc2N1 (stereo not drawn)
  ?, .
C=CCn1c(SCC(=O)NCc2ccco2)nnc1-c1ccc2ccccc2n1
  ?, .
O=[N+]([O-])c1ccc2cn(-c3ccccc3)nc2c1
  ?, .
COc1ccc(Cl)cc1CNCCCSc1ncccn1
  ?, .
Nc1ccc(S(=O)(=O)NC(=O)c2ccccc2)cc1
  ?, .
COc1ccc(-c2cc(C(F)(F)F)n3nc(C(=O)NCc4ccco4)c(Cl)c3n2)cc1
  ?, .
COc1ccc(-c2noc(CSc3nnc(Cc4ccccc4)n3-c3cccc(C)c3)n2)cc1OC
  ?, .
O=C(NNc1nc(Nc2ccccc2)nc(N2CCOCC2)n1)Nc1ccc(Cl)cc1
  ?, .
CC1CCCCC1NC(=O)CN1CCN(S(=O)(=O)c2ccc(Br)s2)CC1 (stereo not drawn)
  ?, .
COc1ccc(C(=O)NCCCN(C)CCCNC(=O)c2ccc(OC)cc2)cc1
  ?, .
COc1ccc(-c2ccc3c(c2)S(=O)(=O)c2cccc(C(=O)NC4CC4)c2C3=O)cc1OC
  ?, .
CSC1=NC(NCCCO)c2c(sc3c2CC(C)(C)OC3)N1 (stereo not drawn)
  21.6%, -5.4
COc1cc2c(cc1OC)C1C(C(=O)Nc3ccccc3N3CCN(C)CC3)c3ccccc3C(=O)N1CC2 (stereo not drawn)
  23.4%, .
CC(=O)N(Cc1ccc2c(c1)OCO2)C1CC(=O)N(CCc2ccccc2)C1=O (stereo not drawn)
  15.3%, 7.0
COCC(C)NC(=O)c1cc(-c2ccc(OC)c(OC)c2)on1 (stereo not drawn)
  i, .
Cc1ccc(C(=O)NCCc2ccccc2)cc1S(=O)(=O)N1CCOCC1
  ?, .
COC(=O)c1sccc1NC(=O)NC1CCCCC1
  5.2%, 21.8
C[C@H](NC(=O)c1cc2c(cn1)[nH]c1ccccc12)C(=O)O
  -17.2%, -23.9
Cc1ccc(CC(=O)Nc2cc([N+](=O)[O-])ccc2F)cc1
  2.2%, 2.6
COc1ccc(-n2ccnc2SCC(=O)NC2CCCC2)cc1
  ?, .
COc1ccccc1NC(=O)Oc1cccc(OC(=O)c2ccccc2)c1
  ?, .
Cc1cc(C(F)F)n2ncc(C(=O)NCc3ccccc3F)c2n1
  ?, .
CCOCCCNC(=O)CN1CCN(Cc2ccccc2C)C1=O
  ?, .
NC(=O)C1(N2CCCCC2)CCN(Cc2nc(-c3cccs3)no2)CC1
  1.2%, 18.5

(continued)
Fields: S3 lipid droplet, S3 lipid droplet cell count max
COC(=O)C1=C(O)/C(=C\c2sccc2C)N=C1C
  16.4%, .
CC(=O)Nc1ccc(NC2=Nc3ccccc3N3C2=Nc2c(c(C)nn2-c2ccccc2)C3c2ccccc2)cc1 (stereo not drawn)
  ?, .
CCN(CC)C(=O)N1CCN(S(=O)(=O)c2ccc(C)cc2)CC1
  ?, .
CCCCn1c(=O)cc(O)c2ccccc21
  i, 15.1
CC(C)(C)c1ccccc1OCC(=O)Nc1ncn[nH]1
  ?, .
Clc1cncc(Cl)c1N/N=C/c1ccccc1
  7.0%, -0.3
CC1CCCC(C)N1C(=O)c1cc(-c2ccc3c(c2)OCO3)on1 (stereo not drawn)
  ?, .
CC1(C)NC(=O)N(CC(=O)OCC(=O)Nc2cccc(S(N)(=O)=O)c2)C1=O
  ?, .
O=C(NCC(=O)N1CCN(C(c2ccccc2)c2ccccc2)CC1)c1ccc(Br)o1
  ?, .
CCNC(=O)CSc1nnc(-c2cc(-c3ccc(Cl)cc3)nc3ccccc23)o1
  4.1%, -12.7
CC(C)(C)c1cnnn1-c1ccc(C(=O)CCl)cc1
  11.2%, .
CC(=O)Nc1ccc(S(=O)(=O)NCCc2ccc(S(N)(=O)=O)cc2)cc1
  ?, .
Cc1n[nH]c(C)c1Sc1ccccc1N=Cc1cc([N+](=O)[O-])ccc1O
  ?, .
O=C(N/N=C(/CC(=O)c1cccs1)C(F)(F)F)c1ccc(O)cc1
  ?, .
N#CC1=C(N)Oc2n[nH]c(-c3ccccc3)c2C12C(=O)Nc1ccccc12 (stereo not drawn)
  ?, .
Cc1cc(=O)[nH]c(SCC(=O)NCC2CCCO2)n1 (stereo not drawn)
  ?, .
Cc1nn(-c2ccccc2)c(Cl)c1/C=N/N1CCN(c2ccccn2)CC1
  ?, .
COc1ccccc1/C=C/C=N/n1c(-c2ccccn2)n[nH]c1=S
  5.3%, -3.2
O=C(CN1CCN(S(=O)(=O)c2ccc(Br)s2)CC1)N1CCCCC1
  -15.0%, 4.3
COCCN(CCOC)C(=O)C1CCN(c2ccc(S(=O)(=O)N3CCOCC3)cc2[N+](=O)[O-])CC1
  13.6%, 20.3
Cc1cccc(C(C)C)c1NC(=O)c1ccc(COc2ccc3c(C)cc(=O)oc3c2)cc1
  ?, .
N=c1oc2ccc(Br)cc2cc1C(=O)NC1CCCCCC1
  i, -5.4
Cc1cc(NC(=O)CN2CCc3ccccc3C2)nc2c1c(=O)oc1ccccc12
  14.4%, -7.3
Cc1cccc(Nc2nc(N)nc(CN3CCN(c4ccc(F)cc4)CC3)n2)c1
  13.2%, -18.7
O=C(NCc1ccccc1)C(=O)Nc1nccs1
  ?, .
COc1ccccc1NC(=O)c1ccc2nc(C)sc2c1
  ?, .
CSCCC(NC(=O)c1cccc(S(=O)(=O)N2CCOCC2)c1)c1nc2ccccc2[nH]1 (stereo not drawn)
  ?, .
COc1cc(C2C3=C(CC(c4ccco4)CC3=O)Nc3ccccc3N2C(C)=O)cc(OC)c1OC (stereo not drawn)
  26.3%, 13.2
Cc1cc(C)c2c(-n3cccc3)c(C(=O)NNS(=O)(=O)c3ccc(Cl)cc3)sc2n1
  ?, .
COc1cc2nc(NC(=O)c3ccccc3)[nH]c(=O)c2cc1OC
  ?, .
Cc1nnsc1C(=O)Nc1ccc(S(=O)(=O)N2CCC(C)CC2)cc1
  ?, .
Cc1ccc(S(=O)(=O)N2CCN(C(=O)COC(=O)c3ccc(C(C)(C)C)cc3)CC2)c(C)c1
  ?, .
COc1ccc(NC(=O)COC(=O)/C=C/c2ccc(OC)c(S(=O)(=O)N3CCOCC3)c2)cc1
  ?, .

Fetched by structure from the list above (2):
Fields: S3 lipid droplet, S3 lipid droplet cell count max
CCCCn1c(=O)cc(O)c2ccccc21
  i, 15.1
CCOC(=O)c1cc(C#N)c(SCc2cccc3ccccc23)nc1C
  ?, .

This is a subset, so the mix of outcomes need not match the whole.
